FBW7 activator: FBW7 E3 ligase activators, primary screen, biochemical, AlphaScreen, human; F-box/WD repeat-containing protein 7 (Homo sapiens), Q969H0; AlphaScreen FBW7–phospho-cyclin E peptide binding, activator screen; normalized activity (activation), % at 26.1 µM; 650,000 tested, 0.13% active; AID 1259310, 2017; in the data active = normalized activity above about 1.9%;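 note: purified mutant Fbw7 with reduced substrate affinity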
Target sequence (Q969H0 whole entry, looked up): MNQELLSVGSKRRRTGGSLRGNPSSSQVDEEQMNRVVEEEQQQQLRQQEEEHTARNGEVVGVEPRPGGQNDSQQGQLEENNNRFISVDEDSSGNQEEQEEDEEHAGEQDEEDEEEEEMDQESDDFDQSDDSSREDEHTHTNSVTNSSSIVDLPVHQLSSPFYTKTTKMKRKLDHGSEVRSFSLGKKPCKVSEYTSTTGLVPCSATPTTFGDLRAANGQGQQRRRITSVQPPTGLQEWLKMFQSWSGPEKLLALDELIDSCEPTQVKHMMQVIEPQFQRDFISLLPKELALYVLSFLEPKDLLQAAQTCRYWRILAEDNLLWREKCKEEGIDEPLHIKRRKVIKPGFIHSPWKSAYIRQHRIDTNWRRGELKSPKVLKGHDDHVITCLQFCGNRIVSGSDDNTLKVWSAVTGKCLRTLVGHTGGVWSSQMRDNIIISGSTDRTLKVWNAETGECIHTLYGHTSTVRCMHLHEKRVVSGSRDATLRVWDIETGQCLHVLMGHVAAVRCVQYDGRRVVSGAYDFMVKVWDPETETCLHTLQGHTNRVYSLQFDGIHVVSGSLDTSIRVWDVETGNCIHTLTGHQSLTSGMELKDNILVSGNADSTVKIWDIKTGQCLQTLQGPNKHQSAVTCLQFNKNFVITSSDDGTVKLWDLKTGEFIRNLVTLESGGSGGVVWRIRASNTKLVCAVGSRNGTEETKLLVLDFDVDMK
TEAD-YAP inh: TEAD-YAP interaction inhibition, primary screen, TEAD-YAP interaction inhibitor project, luminescence, HEK-TIYL cells; TEAD-Gal4/YAP UAS-luciferase luminescence; inhibition, % at 9.12 µM; 640,000 tested, 1.4% active; AID 1259422, 2018; in the data active = inhibition above about 32%;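 note: 0% = median of test compound wells and 100% = reference inhibitor wells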
MITF inh: MITF inhibitors, primary screen, biochemical, AlphaScreen, human. 650,000 tested, 0.91% active. inhibition, % at 2.6 µM. AlphaScreen MITF homodimerization, bead proximity signal. Microphthalmia-associated transcription factor (Homo sapiens), O75030. AID 1259374, 2018; in the data active = inhibition above about 50%;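 note: 0% = vehicle wells with protein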
GPR151 activ: activators of human GPR151, primary screen, cell-based, PathHunter beta-arrestin, luminescence; PathHunter beta-arrestin GPR151 cells; AID 1508602, 2020; activation, % at 11.2 µM; 650,000 tested, 1% active; in the data active = activation above about 4.9%;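 note: 0% = median of compound wells and 100% = cells with positive control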
Target sequence (Q8TDV0 whole entry, looked up): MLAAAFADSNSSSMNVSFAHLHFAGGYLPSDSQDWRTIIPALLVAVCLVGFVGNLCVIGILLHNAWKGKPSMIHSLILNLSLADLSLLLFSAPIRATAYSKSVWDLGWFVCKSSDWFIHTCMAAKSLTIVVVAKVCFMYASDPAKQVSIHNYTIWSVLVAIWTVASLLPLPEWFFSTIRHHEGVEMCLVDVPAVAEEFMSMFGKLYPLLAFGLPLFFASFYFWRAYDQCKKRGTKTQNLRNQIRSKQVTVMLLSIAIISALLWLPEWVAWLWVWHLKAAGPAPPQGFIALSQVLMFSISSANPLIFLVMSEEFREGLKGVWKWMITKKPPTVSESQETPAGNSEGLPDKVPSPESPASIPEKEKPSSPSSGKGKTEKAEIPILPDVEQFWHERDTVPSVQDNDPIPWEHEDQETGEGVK
Active calls of the source: *; & = joins results of further samples. Outcome played no part in choosing rows; 3.5% or so of the library scored in one or more.

`O=C(COC(=O)c1cccc(S(=O)(=O)N2CCOCC2)c1)Nc1ccc(Cl)cn1` gave FBW7 activator 0.1, TEAD-YAP inh -5, MITF inh 8 and GPR151 activ -1.8.
`CCOc1ccc(CCNc2nc3ccccc3n3nnnc23)cc1OCC` gave FBW7 activator -0.3, TEAD-YAP inh -22, MITF inh 2 and GPR151 activ 0.0.
`CCOC(=O)C1=C(C)N=c2s/c(=C\c3ccccc3OCc3ccc(Cl)cc3Cl)c(=O)n2C1c1ccccc1` (stereo not drawn) gave FBW7 activator 0.0, TEAD-YAP inh -10, MITF inh -2 and GPR151 activ 4.3.
O=C(CSc1nc2ccccc2o1)c1ccc(-c2ccccc2)cc1 was read as FBW7 activator 0.1, TEAD-YAP inh 12, MITF inh -2 and GPR151 activ -0.3.
For CCCS(=O)(=O)c1c(S(=O)(=O)CCC)c2cc(-c3ccccc3)ccn2c1C(=O)c1ccccc1 the results were FBW7 activator -0.1, TEAD-YAP inh -20, MITF inh 3 and GPR151 activ -0.4.
N#CCN1CCN(CCC(=O)Nc2ccc(OC(F)(F)F)cc2)CC1 was read as FBW7 activator -0.2, TEAD-YAP inh 3, MITF inh 1 and GPR151 activ 0.3.
`COc1ccc(N2C(=O)c3ccc(C(=O)Nc4ccc(C(=O)O)cc4)cc3C2=O)cc1` gave FBW7 activator 0.0, TEAD-YAP inh 2, MITF inh 14 and GPR151 activ 2.0.
For Cc1cccc(NC(=O)c2cc3cc(Br)ccc3oc2=N)c1 the results were FBW7 activator 1.1, TEAD-YAP inh -2, MITF inh 10 and GPR151 activ 0.6.
Cc1nc(NCCCN2CCOCC2)cc(-c2cncc(-c3ccc(Cl)cc3)c2)n1 was read as FBW7 activator -0.3, TEAD-YAP inh -12, MITF inh -2 and GPR151 activ -0.3.
`C#CCOCC1CCN(C(=O)CSC2CCCC2)CC1` gave FBW7 activator 0.0, TEAD-YAP inh -39, MITF inh -8 and GPR151 activ 1.3.
`C=CCNC(=O)c1cc(-c2ccccc2Cl)on1` gave FBW7 activator -0.1, TEAD-YAP inh -51, MITF inh 0 and GPR151 activ -0.4.
Screening O=C(c1ccncc1)N1CCN(C2CCCCCC2)CC1 returned FBW7 activator -0.2, TEAD-YAP inh -1, MITF inh 82* and GPR151 activ 1.6.
Screening Cc1c(=O)n(OCc2ccccc2[N+](=O)[O-])c2ccccc2[n+]1[O-] returned FBW7 activator -0.3, TEAD-YAP inh -13, MITF inh 1 and GPR151 activ 0.1.
For CC[C@@H](C)[C@H]1O[C@]2(CC[C@@H]1C)C[C@@H]1C[C@@H](C/C=C(\C)[C@@H](O[C@H]3C[C@H](OC)[C@@H](O[C@H]4C[C@H](OC)[C@@H](O)[C@H](C)O4)[C@H](C)O3)[C@@H](C)/C=C/C=C3\CO[C@@H]4[C@H](O)C(C)=C[C@@H](C(=O)O1)[C@]34O)O2 the results were FBW7 activator 0.0&0.4&0.0, TEAD-YAP inh -1&12, MITF inh -34&-19&-4 and GPR151 activ 3.5&-1.1&0.0.
O=C(NC(=S)Nc1ccc2nn(-c3ccccc3)nc2c1)c1ccccc1 was read as FBW7 activator 0.1, TEAD-YAP inh -13, MITF inh 17 and GPR151 activ 0.3.
For COCCNc1c(-c2ccccc2)c(=O)c1=O the results were FBW7 activator 0.1, TEAD-YAP inh 0, MITF inh 11 and GPR151 activ 0.0.
Screening Cc1ccc(C)n1C(CC(=O)O)c1cccc(Cl)c1 (stereo not drawn) returned FBW7 activator -0.3, TEAD-YAP inh 3, MITF inh 77* and GPR151 activ -0.1.
Cc1ccc(S(=O)(=O)Nc2cc(-n3c(C)nc4ccccc4c3=O)ccc2F)cc1 was read as FBW7 activator 0.1, TEAD-YAP inh -17, MITF inh 7 and GPR151 activ 1.5.
For O=C(Nc1ccccc1)C(=S)NC1CCCC1 the results were FBW7 activator -0.1, TEAD-YAP inh -60, MITF inh -1 and GPR151 activ 2.3.
`CCOC(=O)c1c(NC(=O)c2cc3ccccc3oc2=O)sc2c1CCCCCCCCCC2` gave FBW7 activator 0.1, TEAD-YAP inh 6, MITF inh 14 and GPR151 activ 0.1.
For CC(C)COC(=O)COc1ccc2c(=O)c(-c3ccccc3)coc2c1 the results were FBW7 activator -0.1, TEAD-YAP inh -4, MITF inh 5 and GPR151 activ -2.5.
Screening CC1(C)CC(=O)C2=C(C1)NC1=C(C(=O)c3ccccc31)C2c1ccccc1 (stereo not drawn) returned FBW7 activator 0.4, TEAD-YAP inh 12, MITF inh 5 and GPR151 activ -0.4.
`CCOc1ccc(NC(=O)CSc2nc(C(F)(F)F)cc(=O)[nH]2)cc1` gave FBW7 activator 0.1, TEAD-YAP inh 9, MITF inh -12 and GPR151 activ 1.1.
COc1ccc(C2=NOC(=O)/C2=C\c2cccc([N+](=O)[O-])c2O)cc1OC was read as FBW7 activator 0.0, TEAD-YAP inh -3, MITF inh 8 and GPR151 activ 1.3.
For COc1cc(/C=c2\sc3nc4ccccc4n3c2=O)ccc1OCc1cc2c(cc1Cl)OCO2 the results were FBW7 activator 0.0, TEAD-YAP inh 10, MITF inh 1 and GPR151 activ 1.0.
Screening O=C(OCc1nnc(-c2ccccc2)o1)C12CC3CC(CC(Br)(C3)C1)C2 returned FBW7 activator 0.1, TEAD-YAP inh 0, MITF inh -7 and GPR151 activ 2.8.
For CCOC(=O)c1ccc(Nc2nc3nonc3nc2Nc2ccc(C(=O)OCC)cc2)cc1 the results were FBW7 activator 0.2, TEAD-YAP inh -15, MITF inh 8 and GPR151 activ 0.1.
CN(C)Cc1c(O)ccc2occ(C(O)c3ccccc3)c12 (stereo not drawn) was read as FBW7 activator 0.9, TEAD-YAP inh 9, MITF inh 15 and GPR151 activ -0.4.
Cc1[nH]c2ccc(-c3nnc(SCC(=O)NC(C)(C)C)o3)cc2c1C was read as FBW7 activator 0.0, TEAD-YAP inh 6, MITF inh 12 and GPR151 activ 0.3.
Screening Cc1ccc(N(Cc2ccc(Br)cc2)C(=O)c2ccc(Br)cc2)cc1 returned FBW7 activator -0.1, TEAD-YAP inh 0, MITF inh 13 and GPR151 activ 0.7.
COc1ccc2[nH]cc(C(=O)NCC3CCCO3)c(=O)c2c1 (stereo not drawn) was read as FBW7 activator 0.0, TEAD-YAP inh 3, MITF inh 22 and GPR151 activ 1.9.
`COC1(OC)N=C(N)C2(C#N)C(C)C/C(=N\N(C)C)C12C#N` (stereo not drawn) gave FBW7 activator -0.1, TEAD-YAP inh 13, MITF inh 5 and GPR151 activ -0.4.
NC1=NC(=O)C(CC(=O)Nc2ccccc2OC(F)F)S1 (stereo not drawn) was read as FBW7 activator 0.1, TEAD-YAP inh 0, MITF inh -6 and GPR151 activ -0.4.
NC(CC(=O)O)c1ccc(Cl)cc1 (stereo not drawn) was read as FBW7 activator -0.1, TEAD-YAP inh -5, MITF inh 2 and GPR151 activ 0.5.
C(=C\c1ccccc1)/CN1CCOc2ccc(-c3ccncc3)cc21 was read as FBW7 activator 0.1, TEAD-YAP inh 9, MITF inh 10 and GPR151 activ 1.3.
`NC(CC(=O)O)C(=O)Nc1ccc(Cl)cc1` (stereo not drawn) gave FBW7 activator -0.2, TEAD-YAP inh 7, MITF inh 14 and GPR151 activ -1.8.

Reprinted at random: two compounds from above, in no set order.
`COC1(OC)N=C(N)C2(C#N)C(C)C/C(=N\N(C)C)C12C#N` (stereo not drawn) gave FBW7 activator -0.1, TEAD-YAP inh 13, MITF inh 5 and GPR151 activ -0.4.
`NC(CC(=O)O)C(=O)Nc1ccc(Cl)cc1` (stereo not drawn) gave FBW7 activator -0.2, TEAD-YAP inh 7, MITF inh 14 and GPR151 activ -1.8.

The list continues.
Screening CCN(CC)S(=O)(=O)c1cc(C(=O)Nc2nncs2)ccc1Br returned FBW7 activator 0.1, TEAD-YAP inh 4, MITF inh 4 and GPR151 activ 0.6.
COc1ccc(OCCc2nnc(N)s2)cc1 was read as FBW7 activator 0.0, TEAD-YAP inh -4, MITF inh 5 and GPR151 activ -0.7.
COc1ccc(/C=N/NC(=O)CNC(=O)c2cccc(Br)c2)cc1 was read as FBW7 activator -0.1, TEAD-YAP inh 4, MITF inh 0 and GPR151 activ -0.3.
For O=C(COC(=O)c1ccccc1OC(F)F)NC(=O)Nc1ccc2c(c1)OCCO2 the results were FBW7 activator -0.1, TEAD-YAP inh -8, MITF inh -8 and GPR151 activ 0.8.
`CN(CC(=O)NCc1ccccn1)S(=O)(=O)c1ccc(F)cc1` gave FBW7 activator 0.2, TEAD-YAP inh -1, MITF inh 10 and GPR151 activ -0.6.
O=C(N/N=C/c1cc(Br)c(Br)o1)c1ccc([N+](=O)[O-])cc1 was read as FBW7 activator -0.2, TEAD-YAP inh -7, MITF inh 13 and GPR151 activ 1.2.
O=C(Oc1ccc(Br)cc1Br)c1cccc([N+](=O)[O-])c1 was read as FBW7 activator 0.0, TEAD-YAP inh 12, MITF inh 12 and GPR151 activ 0.5.
CCOc1ccc(/C=C2N=C(/C=C/c3ccccc3OC)OC\2=O)cc1 was read as FBW7 activator -0.1, TEAD-YAP inh 10, MITF inh 11 and GPR151 activ 0.3.
Screening Cc1cc(S(=O)(=O)NCCC2=CCCCC2)ccc1-n1cnnn1 returned FBW7 activator 0.1, TEAD-YAP inh -13, MITF inh 9 and GPR151 activ 0.0.
COc1cc(OC)c(NC(=O)c2cc(C)on2)cc1Cl was read as FBW7 activator 0.0, TEAD-YAP inh -8, MITF inh 13 and GPR151 activ 0.8.
CCc1ccc(/C=C2/NC(=O)NC2=O)cc1 was read as FBW7 activator 0.0, TEAD-YAP inh -3, MITF inh 19 and GPR151 activ 1.2.
Screening COc1ccc(CC(=O)N/N=C(\C)c2cccnc2)cc1OC returned FBW7 activator -0.1, TEAD-YAP inh -8, MITF inh -12 and GPR151 activ -1.4.
O=C(O)c1ccc(NC(=O)C2CC(=O)N(Cc3ccccc3)C(=Nc3ccc(Cl)cc3)S2)cc1 (stereo not drawn) was read as FBW7 activator 1.2, TEAD-YAP inh 10, MITF inh 24 and GPR151 activ -1.1.
`O=S(=O)(/N=C(\c1ccccc1)N1CCCCCC1)c1ccc(F)cc1` gave FBW7 activator 0.0, TEAD-YAP inh 13, MITF inh 6 and GPR151 activ 0.4.
CCC(=O)Nc1nc2c(s1)COc1ccccc1-2 was read as FBW7 activator 0.1, TEAD-YAP inh 3, MITF inh 11 and GPR151 activ 2.6.
Screening COc1ccc(-c2nc(NC(=O)CSc3nncn3-n3cccc3)sc2C)cc1 returned FBW7 activator 0.3, TEAD-YAP inh 0, MITF inh 0 and GPR151 activ -0.6.
Nc1nc(Nc2nccc3ccccc23)cc(NC2CCN(Cc3ccccc3)CC2)n1 was read as FBW7 activator 0.2, TEAD-YAP inh 11, MITF inh 8 and GPR151 activ 1.7.
For COc1ccc(Cc2nnc(SCC(=O)Nc3ccccc3F)o2)cc1 the results were FBW7 activator 0.0, TEAD-YAP inh 0, MITF inh 9 and GPR151 activ 1.4.
`Cn1c(=NC(=O)C2CCCC2)sc2ccccc21` gave FBW7 activator 0.6, TEAD-YAP inh -37, MITF inh 5 and GPR151 activ 0.2.
For CCCNC(=O)Cn1cnc2sc(C(=O)N3CCN(Cc4ccccc4)CC3)c(C)c2c1=O the results were FBW7 activator 0.2, TEAD-YAP inh -4, MITF inh -5 and GPR151 activ -0.1.
Screening CCOC(=O)C1=C(C)NC(=O)N(C(C)=O)C1c1ccc(Br)cc1 (stereo not drawn) returned FBW7 activator -0.2, TEAD-YAP inh 11, MITF inh -2 and GPR151 activ -0.6.
`O=C(NCCc1ccc(O)cc1)c1cccc(Nc2cnccn2)c1` gave FBW7 activator 0.2, TEAD-YAP inh -1, MITF inh 11 and GPR151 activ -0.1.
`O=C(O)c1ccccc1SCc1ccc2c(c1)OCO2` gave FBW7 activator 0.2, TEAD-YAP inh 3, MITF inh 12 and GPR151 activ -0.1.
For CCOC(=O)c1ccc(NS(=O)(=O)c2ccc(Cl)c(Cl)c2OC)cc1 the results were FBW7 activator 0.9, TEAD-YAP inh 12, MITF inh 8 and GPR151 activ 1.1.
For COc1cc2c(cc1OC)C1(CCCC1)CN(C(C)=O)C2 the results were FBW7 activator -0.6, TEAD-YAP inh 1, MITF inh -13 and GPR151 activ 0.0.
O=C(Nc1ccc(Br)cc1)c1ccc(Br)c(S(=O)(=O)N2CCCCC2)c1 was read as FBW7 activator 0.0, TEAD-YAP inh 8, MITF inh 16 and GPR151 activ 2.7.
Screening COc1cc(/C=C2\C(=O)NN(c3ccccc3)C2=O)ccc1OC(C)=O returned FBW7 activator 0.5, TEAD-YAP inh 11, MITF inh 15 and GPR151 activ 1.1.
For CCc1cc(-c2onc(C)c2-c2ccc(OC)cc2)c(O)cc1OC the results were FBW7 activator 0.1, TEAD-YAP inh 45*, MITF inh 16 and GPR151 activ 0.4.

Entries shown so far containing a nitro group on carbon, in the order listed:
Screening Cc1c(=O)n(OCc2ccccc2[N+](=O)[O-])c2ccccc2[n+]1[O-] returned FBW7 activator -0.3, TEAD-YAP inh -13, MITF inh 1 and GPR151 activ 0.1.
COc1ccc(C2=NOC(=O)/C2=C\c2cccc([N+](=O)[O-])c2O)cc1OC was read as FBW7 activator 0.0, TEAD-YAP inh -3, MITF inh 8 and GPR151 activ 1.3.
O=C(N/N=C/c1cc(Br)c(Br)o1)c1ccc([N+](=O)[O-])cc1 was read as FBW7 activator -0.2, TEAD-YAP inh -7, MITF inh 13 and GPR151 activ 1.2.
O=C(Oc1ccc(Br)cc1Br)c1cccc([N+](=O)[O-])c1 was read as FBW7 activator 0.0, TEAD-YAP inh 12, MITF inh 12 and GPR151 activ 0.5.
